Screening results: PubChem BioAssay, NMMLSC
Bim-Bcl-W: inhibitors of Bim-Bcl-W interaction, human; Q92843; bead-based flow cytometry, Bim peptide-Bcl-W binding; inhibition, % at 10 µM; 190,000 compounds, 0.02% hits;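 note: 0% = bound tracer without compound and 100% = peptide blocker; higher means less fluorescent Bim peptide bound to Bcl-W beads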
Target sequence (Q92843 whole entry, looked up): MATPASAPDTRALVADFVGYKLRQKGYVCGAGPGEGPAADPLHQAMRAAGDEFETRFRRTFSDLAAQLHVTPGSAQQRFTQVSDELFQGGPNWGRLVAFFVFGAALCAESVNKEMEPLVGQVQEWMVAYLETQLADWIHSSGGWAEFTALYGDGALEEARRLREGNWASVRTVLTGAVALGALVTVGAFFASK
Bcl-B Bim block: disrupts Bim peptide binding to human Bcl-B. Q9HD36. bead-based flow cytometry. inhibition, % at 10 µM. 190,000 compounds, 0.073% hits. AID 951;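 note: 0% = tracer peptide without compound and 100% = reference inhibitor peptide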
Target sequence (Q9HD36 whole entry, looked up): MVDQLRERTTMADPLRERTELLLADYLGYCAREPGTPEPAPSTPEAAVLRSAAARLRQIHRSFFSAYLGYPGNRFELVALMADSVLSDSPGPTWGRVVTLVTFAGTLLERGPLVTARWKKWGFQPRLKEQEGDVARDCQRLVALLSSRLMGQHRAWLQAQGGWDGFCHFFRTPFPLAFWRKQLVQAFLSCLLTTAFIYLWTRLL
Bfl-1 Bim block: human Bim-Bfl-1 interaction inhibition; Q16548; Bead-based flow cytometry, Bim-Bfl-1 binding inhibition; inhibition, % at 10 µM; 190,000 compounds, 0.12% hits; AID 1008;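 note: 0% = wells without compound plus tracer and 100% = blocker peptide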
ABCG2 inh: inhibitors of human ABCG2 transporter, ABCB1 counter-screen; Q9UNQ0; IgMXP3 cells, JC-1 efflux, flow cytometry; inhibition, % at 6.6 µM; 190,000 compounds, 0.1% hits;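 active = inhibition above 80%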;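 note: 0% = DMSO and 100% = nicardipine control wells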
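Assay system – ABCG2 IgMXP3 and barcoded ABCB1 CCRF-Adr cell mix · Input – 3 million cells/mL in well · Reagent – JC-1 fluorescent substrate · Compound – single test compound dose, 6.6 µM final · Timing – 10 min exposure at 25 °C with rotation, no wash · Detection – flow cytometry of retained JC-1 fluorescence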
Bim-Bcl-2: inhibitors of Bim-Bcl-2 interaction, human | P10415 | Bead-based flow cytometry, Bim peptide-Bcl-2 binding | inhibition, % at 10 µM | 190,000 compounds, 0.06% hits | AID 950; in the data active = inhibition above about 40%; inconclusive = no clear call, values can overlap the other calls;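 note: 0% = no compound wells with probe peptide and 100% = reference peptide inhibitor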
RGS7-Gao: regulators of human RGS7-Galphao interaction | AID 1439 | 220,000 compounds, 0.35% hits | binding response (% of control), % at 10 µM | Multiplexed bead flow cytometry, RGS7-Galphao binding; actives lie on both sides; in the data active = binding response below about 49% or above about 150%; inconclusive = no clear call, values can overlap the other calls; inactive = in between;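 note: fluorescent Galphao held in activated GDP-AlF4 state binding bead-coupled RGS7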
RGS4-Gao reg: modulates binding of RGS4 to human Galphao. P09471. binding response (% of control), % at 10 µM. AID 1415. Multiplexed bead flow cytometry; actives lie on both sides. 220,000 compounds, 0.33% hits; in the data active = binding response below about 49% or above about 150%; inactive = in between;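 note: fluorescent Galphao activated with aluminum fluoride binding bead-coupled RGS4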
RGS8-Gao reg: modulates binding of RGS8 to human Galphao; multiplexed bead flow cytometry; actives lie on both sides; response (percent of control binding), % at 10 µM; 220,000 compounds, 0.34% hits; AID 1423; in the data active = response below about 60% or above about 140%; inactive = in between;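 note: Galphao activated as the GDP aluminium fluoride complex binding bead-coupled RGS8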
Bim-Mcl-1: disrupts Bim peptide binding to human Mcl-1; AID 1009; Q07820; Bead-based flow cytometry, Bim peptide-Mcl-1 binding; inhibition, % at 10 µM; 190,000 compounds, 0.1% hits;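 note: 0% = no compound tracer wells and 100% = peptide blocker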
Target sequence (Q07820 whole entry, looked up): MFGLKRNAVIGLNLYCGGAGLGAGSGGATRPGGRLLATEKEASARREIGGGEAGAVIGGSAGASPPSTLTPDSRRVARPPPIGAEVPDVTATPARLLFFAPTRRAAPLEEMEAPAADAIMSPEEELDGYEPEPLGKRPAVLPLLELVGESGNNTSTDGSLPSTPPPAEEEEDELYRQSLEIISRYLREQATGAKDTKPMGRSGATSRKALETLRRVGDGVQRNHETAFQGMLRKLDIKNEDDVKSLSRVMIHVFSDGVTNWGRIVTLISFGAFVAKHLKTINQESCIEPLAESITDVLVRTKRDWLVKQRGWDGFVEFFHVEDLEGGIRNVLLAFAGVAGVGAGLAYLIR
Bim-Bcl-XL: human Bim-Bcl-XL interaction inhibition; Q07817; Bim peptide-Bcl-XL binding, bead flow cytometry, fluorescence; inhibition, % at 10 µM; 190,000 compounds, 0.04% hits; AID 1007
Target sequence (Q07817 whole entry, looked up): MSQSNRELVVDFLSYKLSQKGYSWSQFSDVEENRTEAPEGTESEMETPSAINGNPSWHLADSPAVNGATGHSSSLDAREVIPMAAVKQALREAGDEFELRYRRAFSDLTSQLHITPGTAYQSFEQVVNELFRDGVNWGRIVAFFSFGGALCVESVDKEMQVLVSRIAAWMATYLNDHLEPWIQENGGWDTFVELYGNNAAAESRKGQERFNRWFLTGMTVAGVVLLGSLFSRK
ABCB1 inh: blocks JC-1 efflux by human ABCB1 transporter; P08183; CCRF-Adr cells, flow cytometry; inhibition, % at 6.6 µM; 190,000 compounds, 0.067% hits; in the data active = inhibition above about 40%;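 note: 0% = vehicle and 100% = reference inhibitor; higher value means more JC-1 retained so stronger ABCB1 efflux block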
Active calls of the source: *; ? = inconclusive; / = no result given; [ ] = dose if it differs, or a comment. Cut-off read from the data, not from the text of the source, unless noted: active = inhibition above about 40%.

structure	Bim-Bcl-W	Bcl-B Bim block	Bfl-1 Bim block	ABCG2 inh	Bim-Bcl-2	RGS7-Gao	RGS4-Gao reg	RGS8-Gao reg	Bim-Mcl-1	Bim-Bcl-XL	ABCB1 inh
CC1=CC(=C2N=C(c3ccccc3)OC2=O)C=C(C)O1	-2	0	-2	-1	-3	98	91	97	0	-3	-0.7
Nc1ncccc1OCc1cccc(C(F)(F)F)c1	-2	-1	2	3	0	102	105	100	-2	0	0.0
NS(=O)(=O)c1ccc(NC(=O)c2ccc(COc3ccccc3)o2)cc1	0	-3	-4	5	-2	100	101	101	-3	0	0.5
Cc1noc(C)c1S(=O)(=O)Nc1ccc(C(=O)N2CCc3ccccc3C2)cc1	-3	-7	-15	17	-7	100	100	100	-4	-5	0.6
CN(C)CCNC(=O)C(=O)C1C(=O)Nc2ccccc21 (stereo not drawn)	-6	70*	52*	1	78*	108	104	105	16	0	0.0
CN(c1ccccc1C(=O)Nc1cccc(Cl)c1Cl)S(C)(=O)=O	1	-10	-14	13	-7	101	98	104	-2	-8	0.7
CCOC(=O)C(CC)Sc1ncnc2nc[nH]c12 (stereo not drawn)	0	-5	-18	44	-6	104	101	98	-2	-5	1.7
Cc1ccccc1NC(=O)C(=O)NCCCN1CCOCC1	-3	-6	-6	9	-4	101	101	99	-3	-1	-1.0
O=C1c2ccccc2C(=O)N1c1cccnc1	-3	-2	0	1	-2	105	109	108	0	-4	0.1
CC(Sc1nnc(N)s1)c1ccccc1Cl (stereo not drawn)	-4	-8	-11	4	-8	101	101	98	-2	-4	1.2
O=c1[nH]c2cccnc2n(CCNc2ncc(C(F)(F)F)cc2Cl)c1=O	-1	0	-3	0	-4	104	104	106	-2	-1	0.1
Cc1ccc(C(=O)N2CCOCC2)c(F)c1F	0	-3	-5	2	0	99	99	104	0	-1	0.4

(more compounds)
structure	Bim-Bcl-W	Bcl-B Bim block	Bfl-1 Bim block	ABCG2 inh	Bim-Bcl-2	RGS7-Gao	RGS4-Gao reg	RGS8-Gao reg	Bim-Mcl-1	Bim-Bcl-XL	ABCB1 inh
CC(=O)c1ccc(N=c2scc(C)n2C(C)C)cc1	-2	-6	0	20	-2	106	100	101	0	-4	0.9
Cc1noc(C)c1C(c1ccccc1)c1ccccc1	2	-4	-10	2	-5	102	105	103	0	-2	-0.6
O=[N+]([O-])c1ccc(N2CCOCC2)c(S(=O)(=O)N2CCOCC2)c1	-2	2	5	3	3	102	98	100	-2	1	1.0
CC(C)(C)c1ccc(C(=O)NNC(=O)c2ccc(Cl)cc2)cc1	-3	-4	-1	3	-3	95	101	103	-3	-6	0.8
COc1ccc(Cl)cc1NC(=O)C/C(C)=N/NC(=O)CC#N	0	-9	-15	8	-9	97	99	101	0	-5	0.8
Cc1ccccc1OCc1nc2ccccc2c(=O)n1/N=C/c1ccco1	-3	-3	1	3	-14	/	/	/	-3	-5	0.6
O=C(Cn1cnc2ccccc2c1=O)NCC(=O)N1CCN(Cc2ccc3c(c2)OCO3)CC1	0	-9	-15	-7	-9	101	97	103	0	-4	0.2
COc1cc(CC(=O)NNC(=O)c2cc(C)oc2C)cc(OC)c1OC	-6	-8	-4	1	-9	104	100	97	-4	-10	-0.1
Cc1ccccc1C(=O)NNC(=O)c1ccoc1C	-1	1	0	0	0	99	98	98	0	-2	0.2
CCOC(=O)c1ccc(NC(=S)NCCCN2CCCC2=O)cc1	-1	-4	-4	0	-3	100	101	102	-2	0	-0.1
CN(C)Cc1cc(C(C)(C)c2cc(CN(C)C)c(O)c(CN(C)C)c2)cc(CN(C)C)c1O	-8	-5	-10	20	-12	107	107	123	-11	-9	-0.1
COC(=O)CN1C(=O)N(c2ccccc2)C(N(O)C(=O)Nc2ccccc2)C1(C)C (stereo not drawn)	6	-6	-9	1	-8	102	100	102	8	-9	0.6

New compounds follow.
structure	Bim-Bcl-W	Bcl-B Bim block	Bfl-1 Bim block	ABCG2 inh	Bim-Bcl-2	RGS7-Gao	RGS4-Gao reg	RGS8-Gao reg	Bim-Mcl-1	Bim-Bcl-XL	ABCB1 inh
CCCCN1C(=O)C2ON(c3ccccc3C)C(c3ccco3)C2C1=O (stereo not drawn)	-1	-10	-13	2	-14	98	99	100	-2	-12	0.9
O=C1CSC(c2cccc(Cl)c2Cl)N1c1ccccn1 (stereo not drawn)	-3	-8	-1	1	-10	100	100	100	-7	-8	1.0
O=C(Cc1ccc(Cl)cc1)Nc1ccc2c(c1)C(=O)NC2=O	0	1	3	0	0	100	99	103	-1	0	0.2
CCn1c2ccccc2c2cc(NC(=O)c3ccccc3[N+](=O)[O-])ccc21	-7	-4	1	34	-1	103	102	107	-10	-9	-0.4
S=C(NCc1ccco1)N1CCN(c2ccccc2Cl)CC1	0	-8	0	19	0	?	100	98	2	1	0.3
CCS(=O)(=O)Nc1cccc(C2=NN(S(=O)(=O)c3ccc(F)cc3)C(c3cccs3)C2)c1 (stereo not drawn)	-6	-10	-1	4	-9	102	101	103	-7	-11	2.6
COc1ccc(/C=C(/C#N)C(=O)Nc2ccccc2C)cc1C(=O)O	-2	0	2	5	0	101	106	104	-2	-1	/
CSc1cccc(NC(=S)N(CCC(C)C)C2CCN(C(C)C)CC2)c1	-4	-2	-2	2	2	111	112	132	0	-7	-2.0
CCC(C)/C(C)=N/NC(=O)c1ccc(COc2ccc(Cl)c(C)c2)cc1 (stereo not drawn)	2	0	2	-5	4	104	103	106	0	-1	-0.6
Cc1ccc(-n2c(C)cc(/C=N/NC(=O)CN(c3ccc(C)cc3C)S(C)(=O)=O)c2C)cc1	-1	0	3	0	4	91	89	91	0	-3	0.1
CCCCCCCCCC(=O)N/N=C/c1ccc(C)s1	0	-4	-11	3	-9	105	104	106	0	-3	0.3
O=C(O)/C=C/c1ccc(S(=O)(=O)NCc2ccco2)cc1	0	0	-1	2	1	?	104	102	2	-2	0.4

Next entries:
structure	Bim-Bcl-W	Bcl-B Bim block	Bfl-1 Bim block	ABCG2 inh	Bim-Bcl-2	RGS7-Gao	RGS4-Gao reg	RGS8-Gao reg	Bim-Mcl-1	Bim-Bcl-XL	ABCB1 inh
Cc1cc(C)cc(NC(=O)CSc2nnc(-c3ccc(S(=O)(=O)N4CCCC4)cc3)o2)c1	1	-8	-6	3	-5	98	104	100	5	-16	0.3
CCC(=O)Nc1ccc(C(=O)NNC(=O)c2ccc([N+](=O)[O-])cc2)cc1	-25	-58	-10	3	-19	?	101	100	-32	-31	0.7
COc1ccc(CCN(C)CCC(=O)Nc2c(C)cc(C)cc2C)cc1OC	-1	-2	-2	4	-3	101	106	103	-1	0	0.6
Cc1cc2cc(CNC(=O)c3ccc(S(=O)(=O)N4CCOCC4)cc3)ccc2n1C	1	-9	-10	2	-6	98	101	102	0	-3	1.6
Cc1cccc(C)c1OCc1nc2ccccc2[nH]1	-2	-3	-2	1	0	101	102	103	0	-2	0.2
CCc1ccc(NS(=O)(=O)c2cc(OC)ccc2OC)cc1	0	-6	-11	3	-10	96	101	98	-2	-5	0.6
Cc1cc(C)c2c(-n3cccc3)c(C(=O)O)sc2n1	2	-1	0	9	0	97	99	95	1	-1	1.7
CN(CC(=O)NC1CCCCC1)S(=O)(=O)c1cccc2cccnc12	-3	-6	-13	1	-7	241*[activator]	110	89	-2	-4	0.3
O=C(OCCN1C(=O)c2ccccc2C1=O)c1cccc(OC(F)F)c1	4	-7	-10	-1	-9	97	99	99	-2	-2	-0.1
CN(C)c1ccc(/C=N/NC(=O)CNC(=O)c2ccc3c(c2)OCCO3)cc1	3	0	-1	7	0	97	102	102	1	0	-0.2
CCOc1cc(C(=O)NCc2ccc(C)cc2)ccc1OCC(=O)N1CCOCC1	0	-2	-2	2	-1	95	96	94	1	0	0.2
CC1CC(C)(C)NC(=S)N1CCCC(=O)NCCc1ccc(Cl)cc1 (stereo not drawn)	-1	-2	-4	1	-1	97	100	97	-1	-1	0.7

Additional results:
structure	Bim-Bcl-W	Bcl-B Bim block	Bfl-1 Bim block	ABCG2 inh	Bim-Bcl-2	RGS7-Gao	RGS4-Gao reg	RGS8-Gao reg	Bim-Mcl-1	Bim-Bcl-XL	ABCB1 inh
CC1(C)CC(NC(=O)C(F)(F)F)CC(C)(C)N1OC(=O)c1ccco1	4	-9	-9	1	-12	104	105	107	0	-1	0.3
CCOc1ccccc1N1CCN(S(=O)(=O)c2cccs2)CC1	0	0	-1	1	0	99	99	97	-1	0	0.6
OCCC1CN(Cc2nc3ccccc3s2)CCN1C1CCCC1 (stereo not drawn)	-1	0	-5	1	-3	96	103	103	-7	-3	0.2
O=C(CCC1CCCC1)NCc1cccs1	0	0	0	1	2	101	100	95	1	-1	0.1
CCc1ccc(C(=O)CN(C#N)c2nc(C)cc(C)n2)cc1	-1	-10	-20	34	-7	108	108	106	-2	-2	3.5
Cc1cc(NC2CCCCC2)nc(NCc2ccccc2)n1	0	-6	-1	0	-3	106	109	108	-5	-1	0.5

Molecules from the list above with a furan ring, fused or not, in the order listed:
structure	Bim-Bcl-W	Bcl-B Bim block	Bfl-1 Bim block	ABCG2 inh	Bim-Bcl-2	RGS7-Gao	RGS4-Gao reg	RGS8-Gao reg	Bim-Mcl-1	Bim-Bcl-XL	ABCB1 inh
NS(=O)(=O)c1ccc(NC(=O)c2ccc(COc3ccccc3)o2)cc1	0	-3	-4	5	-2	100	101	101	-3	0	0.5
Cc1ccccc1OCc1nc2ccccc2c(=O)n1/N=C/c1ccco1	-3	-3	1	3	-14	/	/	/	-3	-5	0.6
COc1cc(CC(=O)NNC(=O)c2cc(C)oc2C)cc(OC)c1OC	-6	-8	-4	1	-9	104	100	97	-4	-10	-0.1
Cc1ccccc1C(=O)NNC(=O)c1ccoc1C	-1	1	0	0	0	99	98	98	0	-2	0.2
CCCCN1C(=O)C2ON(c3ccccc3C)C(c3ccco3)C2C1=O (stereo not drawn)	-1	-10	-13	2	-14	98	99	100	-2	-12	0.9
S=C(NCc1ccco1)N1CCN(c2ccccc2Cl)CC1	0	-8	0	19	0	?	100	98	2	1	0.3
O=C(O)/C=C/c1ccc(S(=O)(=O)NCc2ccco2)cc1	0	0	-1	2	1	?	104	102	2	-2	0.4
CC1(C)CC(NC(=O)C(F)(F)F)CC(C)(C)N1OC(=O)c1ccco1	4	-9	-9	1	-12	104	105	107	0	-1	0.3
